# BioA inh = blocks M. tuberculosis BioA enzyme activity; purified M. tuberculosis BioA enzyme, plate reader; inhibition, % at 9.99 µM; hit rate 0.096% among 360,000; AID 602481; in the data active = inhibition above about 40%; inconclusive = no clear call, values can overlap the other calls
# FadD28 binding = inhibitors of Mycobacterium tuberculosis FadD28 bisubstrate binding | hit rate 0.22% among 360,000 | FadD28 bisubstrate probe binding, fluorescence polarization | AID 588549 | inhibition, % at 12.5 µM; in the data active = inhibition above about 8.5%, passing the limit was not always enough; inconclusive = no clear call, values can overlap the other calls
# BoNT-F LC inh = blocks Botulinum neurotoxin F light chain protease. inhibition, % at 10 µM. AID 588497. hit rate 0.22% among 360,000. Multiplex microsphere protease cleavage assay, flow cytometry; in the data active = inhibition above about 35%, passing the limit was not always enough; inconclusive = no clear call, values can overlap the other calls; also: plate controls were buffer without enzyme for full effect and enzyme alone for no effect
# FBA Mtb inh = inhibits M. tuberculosis FBA enzyme | P9WQA3 | purified M. tuberculosis FBA, fluorescence read-out | inhibition, % at 1 µM | hit rate 2.3% among 360,000 | AID 588726; in the data active = inhibition above about 27%;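 also: 0% = vehicle and 100% = reference inhibitor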
# Mtb UGM inh = Mtb UDP-galactopyranose mutase inhibition; purified UGM, fluorescence polarization probe displacement; inhibition, % at 10 µM; hit rate 0.06% among 320,000; AID 504406; in the data active = inhibition above about 10%, passing the limit was not always enough; inconclusive = no clear call, values can overlap the other calls
# BoNT-A LC inh2 = BoNT A light chain protease inhibition; AID 588499; hit rate 0.17% among 360,000; inhibition, % at 10 µM; multiplex microsphere protease substrate cleavage, flow cytometry; also: plate controls were buffer without enzyme for full effect and enzyme alone for no effect
# PfHsp40 yeast = rescue of PfHsp40-mediated yeast toxicity. S. cerevisiae expressing PfHsp40, growth rescue, ATP luminescence. growth rescue, % at 12.5 µM. hit rate 0.68% among 340,000. AID 504582; in the data active = growth rescue above about 28%, passing the limit was not always enough; inconclusive = no clear call, values can overlap the other calls;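 also: yeast W303a lacking pdr1 and pdr3 grown in galactose medium; growth measured after three days at 30 °C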
# GDH-TPI counter = inhibits GDH-TPI coupling enzymes, artifact for Mtb FBA screen; hit rate 1.2% among 360,000; inhibition, % at 4.8 µM; AID 588335; GDH-TPI coupled enzyme counterscreen, NADH absorbance; in the data active = inhibition above about 30%;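 also: 0% = DMSO wells and 100% = wells lacking the enzyme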
# Anthrax LF prot = blocks Bacillus anthracis lethal factor protease | P15917 | multiplex microsphere protease cleavage assay, LF | inhibition, % at 10 µM | hit rate 0.12% among 360,000 | AID 588501; also: plate controls were buffer without enzyme for full effect and enzyme alone for no effect
# Target sequence (P15917 whole entry, looked up): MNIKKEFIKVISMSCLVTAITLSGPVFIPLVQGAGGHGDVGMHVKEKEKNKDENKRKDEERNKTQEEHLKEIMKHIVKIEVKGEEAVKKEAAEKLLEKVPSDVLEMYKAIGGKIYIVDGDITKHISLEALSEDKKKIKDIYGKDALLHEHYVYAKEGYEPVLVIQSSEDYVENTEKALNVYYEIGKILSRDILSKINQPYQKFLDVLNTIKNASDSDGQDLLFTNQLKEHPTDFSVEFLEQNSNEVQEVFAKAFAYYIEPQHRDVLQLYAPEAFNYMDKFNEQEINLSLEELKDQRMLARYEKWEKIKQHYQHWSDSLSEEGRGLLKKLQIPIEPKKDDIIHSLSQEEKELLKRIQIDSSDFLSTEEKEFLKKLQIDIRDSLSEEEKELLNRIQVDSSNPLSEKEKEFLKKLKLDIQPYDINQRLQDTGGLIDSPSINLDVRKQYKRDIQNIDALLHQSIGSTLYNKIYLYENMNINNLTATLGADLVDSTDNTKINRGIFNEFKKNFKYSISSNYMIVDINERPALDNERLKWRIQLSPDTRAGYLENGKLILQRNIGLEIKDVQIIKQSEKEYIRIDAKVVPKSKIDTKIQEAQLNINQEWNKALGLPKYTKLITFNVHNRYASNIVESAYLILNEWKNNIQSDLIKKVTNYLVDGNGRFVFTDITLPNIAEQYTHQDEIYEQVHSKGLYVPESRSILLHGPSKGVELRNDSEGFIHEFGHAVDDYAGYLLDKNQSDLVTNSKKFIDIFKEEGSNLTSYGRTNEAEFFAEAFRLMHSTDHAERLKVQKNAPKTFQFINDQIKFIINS
# * hit, by the source's call; u = inconclusive; x = no result given. Rule as the data show it, unless noted: active = inhibition above about 30%; inconclusive = no clear call, values can overlap the other calls; inactive = below that.
SMILES,BioA inh,FadD28 binding,BoNT-F LC inh,FBA Mtb inh,Mtb UGM inh,BoNT-A LC inh2,PfHsp40 yeast,GDH-TPI counter,Anthrax LF prot
Cc1cc(=O)[nH]c(SCC(=O)NCC2CCCCC2)c1C#N,1.2,-2.0,6,1,2.8,0.3,0.0,-6,3
C=CCC[C@@H](Cc1ccc(F)cc1)C(=O)OC[C@@H](Cc1c[nH]c2ccccc12)NC(=O)[C@H](CC=C)CC(=O)N(CCO)Cc1ccccc1,-2.5,-4.5,-8,-2,-0.3,0.0,4.8,8,-1
Cc1cccc2cc(CN(Cc3ccccc3)C(=O)N(C)C)c(=O)[nH]c12,-1.4,-1.8,7,2,0.6,0.4,-1.5,9,-2
CCCc1nc2ccccc2c(=O)n1-c1ccccc1OC,5.8,-6.2,-1,-3,3.0,0.7,-1.6,-8,2
CCOC(=O)c1c(C)c(C(=O)NCCN2CCOCC2)c(C)n1C,x,-0.8,13,2,1.3,13,-0.8,1,-14
C=CCN=C1S/C(=C\c2ccc(Cl)cc2)C(=O)N1CC=C,-1.8,-2.2,x,1,-1.5,x,0.6,6,x
COc1ccc(Cl)cc1-c1cc(C(=O)NCc2ccc(C(F)(F)F)cc2)[nH]n1,-1.0,-1.8,1,-2,x,-0.3,x,5,-2
NC(=O)c1ccc(NC(=O)COC(=O)c2ccccc2Nc2ccccc2)cc1,1.5,-3.3,-4,1,1.1,-0.2,-0.8,12,0
CC(=O)Nc1ccc(NC(=S)NC(=O)c2ccc(-c3ccccc3)cc2)cc1,-0.3,-0.7,u,-1,1.8,-2.9,x,19,6
Cc1cccc(C(=O)N(C)c2nnc(-c3ccncc3)s2)c1,0.5,1.4,15,0,2.3,0.7,-0.1,6,0
CC(C)CN(C(=O)CN1C(=O)NC2(CCc3ccccc32)C1=O)C1CCS(=O)(=O)C1 (configuration not stated),-1.1,0.7,-7,3,-0.1,0.2,-0.5,1,-2
Clc1ccc(NC2=NCCCCC2)cc1,2.7,-2.6,6,0,0.7,-0.1,-0.8,-7,-2
CNC(=O)c1cc(C(=O)c2ccc(F)cc2Cl)c[nH]1,-0.9,-1.7,-10,2,1.3,-4.4,-1.5,2,0
CC(=O)Nc1ccc(C(=O)N/N=C/c2ccccc2OCc2ccccc2)cc1,0.0,-2.4,4,-4,2.8,-0.4,-0.6,11,0
CCOc1cccc(/C=C/c2ccc3cccc(O)c3n2)c1O,-2.1,-0.8,9,1,0.7,2.2,1.9,16,1
COc1ccccc1-n1cnc2cc(NS(=O)(=O)c3ccc(Br)cc3)ccc21,6.9,-4.5,-1,-1,2.3,0.1,1.7,0,-1
O=C(COC(=O)CNC(=O)c1sc2ccccc2c1Cl)NC1CCS(=O)(=O)C1 (configuration not stated),-1.5,-1.2,-11,0,-2.2,9.5,-0.2,0,3
CN(C)c1ccc(/C=N/NC(=O)c2ccc(NC(=O)c3ccccc3)cc2)cc1,x,-4.1,14,2,-1.9,0.1,0.4,26,-4
CCOC(=O)c1cnc(-n2nc(C)cc2C)nc1Nc1cccc(C(C)=O)c1,1.2,-3.1,-4,2,3.5,-0.2,-1.7,1,-18
COCCCNC(=O)Cn1c(=O)n(Cc2ccc(C(=O)NCCc3ccc(OC)c(OC)c3)cc2)c(=O)c2ccccc21,-0.2,-3.1,-10,0,-1.4,-1.3,0.1,-10,-12

# Overlap with the part before: 3 compounds, followed by the next part.
SMILES,BioA inh,FadD28 binding,BoNT-F LC inh,FBA Mtb inh,Mtb UGM inh,BoNT-A LC inh2,PfHsp40 yeast,GDH-TPI counter,Anthrax LF prot
CN(C)c1ccc(/C=N/NC(=O)c2ccc(NC(=O)c3ccccc3)cc2)cc1,x,-4.1,14,2,-1.9,0.1,0.4,26,-4
CCOC(=O)c1cnc(-n2nc(C)cc2C)nc1Nc1cccc(C(C)=O)c1,1.2,-3.1,-4,2,3.5,-0.2,-1.7,1,-18
COCCCNC(=O)Cn1c(=O)n(Cc2ccc(C(=O)NCCc3ccc(OC)c(OC)c3)cc2)c(=O)c2ccccc21,-0.2,-3.1,-10,0,-1.4,-1.3,0.1,-10,-12
COc1ccc(Cc2c(C(C)(C)C)nc3c(C)cc(Br)cn23)c(C)c1,-1.4,-1.6,5,3,x,3.6,x,x,-7
Cc1ccc(C(=O)Nc2ccc(O)cc2C(=O)O)cc1,-1.0,-0.8,33,0,-0.2,3.7,-1.3,14,2
Cc1onc(-c2ccccc2)c1C(=O)NCCc1ccncc1,-0.1,-1.4,7,3,2.0,4.7,1.4,7,8
Cc1cccc(NC(=O)c2ccc(C(=O)c3ccccc3)cc2)n1,0.5,-3.2,-1,-4,x,1.5,-0.1,-1,5
Cc1ccc(/C=N/NC(=O)Cc2c[nH]c3ccccc23)c(C)c1,-1.6,-3.1,-8,-7,-0.4,-0.2,3.6,3,2
CC1CCCCC1NC(=O)CCCCCn1c(=S)[nH]c2ccsc2c1=O (configuration not stated),-0.8,-2.8,6,-2,-0.6,0.6,-0.2,9,1
CC(C)CCOc1ccc(-c2c(=O)n(OCc3ccc([N+](=O)[O-])cc3)c3ccccc3[n+]2[O-])cc1,2.0,-0.1,12,2,1.2,1.4,-1.6,11,1
CC1(c2ccccc2)NC(=O)N(CC(=O)Nc2ccc(C(N)=O)cc2)C1=O (configuration not stated),2.8,-2.7,2,1,-1.4,1.9,-1.2,1,1
COCCNC(=O)NC12CC3CC(CC(C3)C1)C2,x,-3.2,1,-1,0.7,0.1,0.8,-6,-1
O=C(COc1ccc([N+](=O)[O-])cc1)NCc1ccccc1,1.0,-1.7,1,-1,-0.2,0.3,-0.8,11,2
O=C1C2C3C=CC(C4CC34)C2C(=O)N1/N=C/c1c[nH]c2ccccc12 (configuration not stated),x,-0.6,-3,0,-0.1,-0.4,0.7,9,-4
CC(C)c1ccc(NC(=O)C2CC3CCC2C3)cc1 (configuration not stated),1.9,-1.8,u,2,0.1,1.9,0.5,9,8
Cc1ccc(C)c(S(=O)(=O)N2CCN(C(=O)CSC(=S)N3CCCC3)CC2)c1,x,-4.2,-3,-2,0.1,-6.7,-0.1,1,-2
COc1ccc(CNC(=O)c2ccc(NC(=O)C3=CSCCO3)cc2)cc1,0.1,-0.9,-7,7,-0.2,1.7,-1.1,21,-3
COC(=O)CSc1nnc(-c2cccc(NC(=O)c3ccc(C)cc3)c2)n1C,17,0.0,6,2,0.9,-0.2,0.6,1,-3
Cc1ccc(S(=O)(=O)Nc2nc3ccc(S(=O)(=O)N4CCCC4)cc3s2)cc1,1.0,-0.3,-1,-1,-3.9,0.2,-0.4,11,-1
COC(C(=O)N/N=C(\C)c1ccc(C(C)(C)C)cc1)c1ccccc1 (configuration not stated),9.1,0.2,u,1,-2.1,-3.4,4.4,0,2
O=C(CN1C(=O)c2ccccc2S1(=O)=O)c1ccc(F)cc1,-1.2,-0.6,12,3,1.5,1.7,0.2,-9,21
COc1ccc(CN2CCNC(=O)C2CC(=O)NCCc2c[nH]c3ccccc23)c(OC)c1 (configuration not stated),x,0.6,1,-1,-2.6,0.4,1.7,-5,2
CCCn1nnnc1SCC(=O)NCc1ccccc1,-2.1,-1.5,9,6,1.4,-0.3,-0.3,2,2
CC(=O)c1cc2c(cc1NC(=O)c1cccc(S(=O)(=O)N3CCN(C)CC3)c1)OCO2,x,0.4,-9,-2,0.2,-0.4,-3.1,18,-3
COC(=O)c1c(NC(C)=O)sc(C(=O)Nc2ccccc2F)c1C,x,-1.6,-3,-1,1.3,-1.0,0.7,1,-1
CCOc1ccccc1C(=O)Oc1ccc2ccc(=O)oc2c1,0.0,-2.8,-4,66*,-3.3,-1.7,u,-9,-4
Cc1nc2sc3c(c2c(=O)n1/N=C/c1ccco1)CCCC3,3.2,-2.1,-11,-5,-4.4,0.4,0.7,3,-2
CCOCC(=O)Nc1ccccc1C(=O)O,-2.4,1.3,-6,2,-0.7,-1.4,0.0,-7,-8
C=CCOC(=O)CC(NC(=O)c1ccccc1)c1ccccc1 (configuration not stated),0.0,-4.7,-2,-2,-0.2,-0.7,0.0,-6,-3
CC(=O)N/C(=C\c1ccccc1)C(=O)OC/C=C/c1ccccc1,5.6,0.4,0,0,-4.6,0.8,-0.6,2,4
CC(NC(=O)c1ccco1)c1nc(-c2ccc(Cl)cc2)no1 (configuration not stated),0.5,-3.9,7,3,2.1,2.5,-0.5,6,0
C1=C(CCNC2=NCCCCC2)CCCC1,-1.4,-1.2,-11,-3,2.9,0.4,0.5,11,5
Cc1ccccc1S(=O)(=O)c1c(C)cc(C)n(CC(C)C)c1=O,1.7,-2.9,-4,2,-1.4,-0.6,2.7,11,-1
COc1nc(Oc2ccc(=O)[nH]n2)nc(N2CCOCC2)n1,x,1.0,21,-2,0.9,20,0.2,8,-19
CCCCC(CC)CNC(=O)c1cccs1 (configuration not stated),0.4,-4.2,0,-1,-0.6,0.3,-0.1,2,6
Cc1cc(=O)oc2cc(OCC(=O)OCC(=O)NC(C)C)ccc12,-1.9,1.0,5,48*,-2.6,0.7,0.3,13,0
CC1CC(=O)Nc2ccccc2N1C(=O)CN1CCN(c2ccccc2)CC1 (configuration not stated),x,-3.0,2,-2,0.8,0.7,-0.1,1,-1
Cc1ccnc2nc(C(=O)OCC(=O)c3ccccc3)nn12,-0.2,-1.6,-1,1,-1.0,0.6,-0.7,9,-4
COc1cc(SC)ccc1C(=O)OC(C)C(=O)NC1CCCC1 (configuration not stated),x,-13,3,1,x,0.1,-1.8,-7,1
CCOc1cc(Br)c(CN2C(=O)NC3(CCCCCC3)C2=O)cc1OCC,1.2,-6.4,-5,5,0.6,0.3,2.4,-3,0
C=CCNC(=O)C1CC2Cn3c(nc4ccccc43)C2N1C (configuration not stated),-1.7,-1.9,6,8,0.1,0.3,0.0,5,-3
O=C(c1cccn2c(=O)c3cc(Cl)ccc3nc12)N1CCN(Cc2ccc3c(c2)OCO3)CC1,8.8,-6.4,11,13,-2.0,11,1.0,6,-8
COc1ccc(C(=O)N/N=C(/C)c2cccc(NC(=O)c3ccncc3)c2)cc1OC,1.3,x,-1,-1,-1.3,-5.9,0.2,5,0
COc1cc(OC)cc(C(C)=O)c1,-1.5,-4.1,-24,-4,1.4,-0.7,0.3,6,-2
O=C(NC(Oc1ccccc1)C(Cl)(Cl)Cl)c1ccccc1 (configuration not stated),-2.0,-3.1,13,-4,0.8,0.0,7.5,-2,6
Nc1cccc2c1Cc1cc([N+](=O)[O-])ccc1-2,0.3,-2.8,-1,-5,x,0.5,-0.9,15,-2
COC(=O)N/N=C/c1cccs1,x,-0.2,-7,2,1.2,0.0,-0.4,-3,-3
O=C(CN1CCOCC1)Nc1nc(-c2ccccc2Cl)cs1,0.2,-1.7,6,-4,2.1,-0.9,-1.3,19,-1
NC12CC3CC(C1)CC(CO)(C3)O2,x,-3.7,-2,1,-0.8,0.3,-1.0,-15,-2
CN1N=C(C(=O)N2CCc3c([nH]c4ccccc34)C2c2c(F)cccc2Cl)CCC1=O (configuration not stated),x,-1.3,2,-4,-0.6,0.2,1.6,3,-11
CCCOc1ccc(C2CC(=O)NC2=O)cc1 (configuration not stated),-0.4,-0.8,-3,1,3.7,0.0,0.0,-4,5
CCN1CCN(CCCNC(=O)Cn2nc(C)n3nc(-c4ccccc4)cc3c2=O)CC1,1.9,0.4,-4,-1,-2.0,-0.1,-0.4,-15,2
CC(C)(C)OC(=O)N1CCC(C(=O)Nc2cccc(C(=O)N3CCCCC3)c2)CC1,0.8,-3.6,-5,-2,x,-0.2,0.1,2,-1
CCOC(=O)N1CCN(Cc2nc(C3CC3)no2)CC1,x,-0.3,-2,-1,2.8,-0.4,-0.6,11,1

# Pulled one by one from the entries so far, 2 records:
SMILES,BioA inh,FadD28 binding,BoNT-F LC inh,FBA Mtb inh,Mtb UGM inh,BoNT-A LC inh2,PfHsp40 yeast,GDH-TPI counter,Anthrax LF prot
COC(=O)N/N=C/c1cccs1,x,-0.2,-7,2,1.2,0.0,-0.4,-3,-3
COc1cc(OC)cc(C(C)=O)c1,-1.5,-4.1,-24,-4,1.4,-0.7,0.3,6,-2
